# Assay outcomes deposited in PubChem by several laboratories.
# CCHFV vOTU inh: CCHFV vOTU protease inhibitors, primary screen, biochemical, Pep-AMC substrate, fluorescence; Crimean-Congo hemorrhagic fever virus L polyprotein viral ovarian tumor (vOTU) protease …; inhibition, % at 11.5 µM; actives 0.55% (n = 370,000); in the data active = inhibition above about 30%; also: 0% = vehicle wells with enzyme and 100% = no enzyme wells
# BoNT A protease: BoNT/A light chain protease inhibitors, primary screen, biochemical, flow cytometry, MLPCN library. inhibition, % at 10 µM. actives 0.17% (n = 360,000). multiplex microsphere protease substrate cleavage; also: plate controls were buffer without enzyme for full effect and enzyme alone for no effect
# SSB-PriA inh: inhibitors of Klebsiella pneumoniae PriA binding to SSB C-terminal tail, primary screen, biochemical, AlphaScreen. PriA–SSB C-terminal tail interaction (Klebsiella pneumoniae). AlphaScreen SSBct-PriA binding, biotinylated peptide. inhibition, % at 33 µM. actives 0.6% (n = 430,000). AID 1272365, 2023; in the data active = inhibition mostly above about 37%, no sharp cut-off; inactive = mostly below about 20%;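 also: plate controls were negative control peptide for no effect and reference peptide for full effect; strong numbers were not always called active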
# PfHsp40 rescue: rescue of yeast from PfHsp40 toxicity, primary screen, S. cerevisiae, ATP luminescence. actives 0.68% (n = 340,000). growth rescue, % at 12.5 µM. S. cerevisiae expressing PfHsp40, growth rescue; in the data active = growth rescue above about 28%, passing the limit was not always enough;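 also: yeast W303a lacking pdr1 and pdr3 grown in galactose medium; growth measured after three days at 30 °C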
# Vc quorum ag: inducers of Vibrio cholerae quorum light production without autoinducers, primary screen, BH1578 luxS cqsA deficient, single point. V. cholerae BH1578 lux reporter, luminescence, 6 h. activation, % at 18.7 µM. actives 0.16% (n = 350,000); in the data active = activation mostly above about 9.7%, no sharp cut-off; also: not every result past the cut was called active; inactives centre near 0; reference of the scale not given here
# Anthrax LF inh2: Bacillus anthracis LF protease inhibitors, primary screen, biochemical, multiplex microsphere, MLPCN library. Lethal factor (Bacillus anthracis), P15917. multiplex microsphere protease cleavage assay. inhibition, % at 10 µM. actives 0.12% (n = 360,000). AID 588501, 2011; also: plate controls were buffer without enzyme for full effect and enzyme alone for no effect
# 3CLpro inhibitor: SARS-CoV 3CLpro protease inhibitors, primary screen, biochemical, quenched FRET; recombinant SARS-CoV 3CLpro, quenched FRET peptide cleavage; actives 0.14% (n = 290,000); inhibition, % at 6 µM; Replicase polyprotein 1ab (Severe acute respiratory syndrome coronavirus), P0C6X7; AID 1706, 2009; in the data active = inhibition above about 12%
# TcdB inh: TcdB glycohydrolase inhibitors, primary screen, biochemical, single point, plate reader. Toxin B (Clostridioides difficile), P18177. TcdB glycohydrolase enzymatic assay. inhibition, % at 9.99 µM. actives 0.24% (n = 350,000); in the data active = inhibition above about 10%
# Yp Topo-I inh: Yersinia pestis topoisomerase I inhibitors, primary screen, biochemical, cleavage product accumulation, plate reader, single point. Y. pestis Topo-I cleavage product accumulation. activity, % at 10 µM. actives 0.064% (n = 360,000). AID 504884, 2011; in the data active = activity above about 50%, passing the limit was not always enough; also: inactives centre near 2
# VHR inh abs: VHR1 phosphatase inhibitors, primary screen, biochemical, absorbance, uHTS; Dual specificity protein phosphatase 3 (Homo sapiens), P51452; recombinant VHR phosphatase, pNPP absorbance; inhibition, % at 13.3 µM; actives 0.52% (n = 290,000); in the data active = inhibition above about 50%; also: some compounds called inactive have numbers as strong as hits
# Target sequence (P51452 whole entry, looked up): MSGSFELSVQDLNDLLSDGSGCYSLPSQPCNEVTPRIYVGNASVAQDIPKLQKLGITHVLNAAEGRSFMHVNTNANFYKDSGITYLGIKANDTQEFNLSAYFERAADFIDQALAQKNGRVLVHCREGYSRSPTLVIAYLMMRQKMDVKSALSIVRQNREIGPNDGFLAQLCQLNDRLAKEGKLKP
# * = called active by the depositor; i = inactive; . = no result given. Rule as the data show it, unless noted: active = inhibition above about 30%; inconclusive = no clear call, values can overlap the other calls; inactive = below that. Only part of the results is shown; count on the stated rates, not on these rows.
# Second line of a record – CCHFV vOTU inh, BoNT A protease, SSB-PriA inh, PfHsp40 rescue, Vc quorum ag, Anthrax LF inh2, 3CLpro inhibitor, TcdB inh, Yp Topo-I inh, VHR inh abs
> CCOC(=O)CSc1ccc(-c2nc3cc(C)c(C)cc3[nH]2)cn1
→ -11, -0.5, 7, 1.1, 0.4, -3, -2, ., 14, 22
> CC1=C(C(=O)OC2CCCCC2)C(c2ccco2)n2ncnc2N1 (stereo unspecified)
→ 2, -0.6, -5, -0.1, -0.2, -7, ., 1.3, 4, -12
> C/C(CC(=O)NCCc1ccccc1)=N\NC(=O)COc1ccc(Br)cc1
→ 13, -2.4, ., 0.6, -0.4, -1, 3, 1.0, 5, 13
> C=C[C@@]1(C)CC(=O)[C@]2(O)[C@@]3(C)[C@@H](O)CCC(C)(C)[C@@H]3[C@H](O)[C@H](OC(C)=O)[C@@]2(C)O1
→ 7, 0.3, -7, -1.5, i, 7, ., 2.3, 6, .
> Cc1cc(OCc2nc(-c3ccncc3)no2)cc(C)c1Cl
→ 0, 0.0, -4, -1.3, i, -3, -1, 0.7, 7, 35
> C=CCNc1nc(N)c(C(=C(C#N)C#N)c2ccccc2)s1
→ -174, -6.3, -5, -0.3, -0.3, -2, 1, ., 11, 1
> O=C(CN1C(=O)c2ccccc2C1=O)NCc1ccc(F)cc1
→ -8, 0.1, -13, -2.0, i, -9, 0, 1.7, 10, 11
> CN(C)c1nc(Oc2ccc(/C=N/O)cc2)nc(N(C)C)n1
→ -3, 0.7, ., 1.2, ., 3, 0, ., 8, 12
> CC1CC2=C(NC(=S)NC2c2ccccc2F)/C(=C/c2ccccc2F)C1 (stereo unspecified)
→ 7, -0.3, 3, -1.9, -1.0, 3, 1, 1.1, -5, 8
> COc1ccc(/C=C(\NC(=O)c2cccs2)C(=O)Nc2ccccc2C)cc1OC
→ -4, -0.3, 2, -0.9, -0.6, -1, 7, ., -1, -7
> Cc1ccc(NC(=S)Nc2nc(CC(=O)Nc3ccccc3)cs2)cc1
→ 23, 1.0, 4, -2.2, -0.2, -9, 3, ., 22, 27
> N#Cc1nc(-c2ccccc2Cl)oc1N1CCOCC1
→ -21, -0.6, 4, -1.3, i, -3, -3, ., -1, -16
> O=C1CCC(C(=O)Nc2cccc(S(=O)(=O)Nc3ccccc3F)c2)=NN1
→ -1, -0.2, -8, 0.3, -13, -5, ., 0.1, 1, .
> CCOc1ccc(OCC(=O)Nc2c3c(nn2C(C)(C)C)CS(=O)(=O)C3)cc1
→ 1, 0.6, -15, 0.4, -4.3, -2, -2, 1.5, 3, 10
> COc1ccc(/C=N/c2nc3ccccc3n2C)cc1OC
→ -11, -0.2, ., -0.3, 11, -4, -3, ., -13, 37
> N/C(=N\c1nc2c(c(=O)[nH]1)CCCC2)Nc1ccccc1Sc1ccccc1
→ 6, -0.6, ., 0.0, -0.4, -1, -2, ., 19, 37
> O=C(NC1CCCCC1)c1ccc(N2CCOCC2)c([N+](=O)[O-])c1
→ 9, -5.2, 6, 0.1, -2.4, -11, -4, 2.1, -5, 35
> CN(C)CCNC(=O)c1sc2cccc(F)c2c1Cl
→ 6, 1.6, -9, -0.7, i, -5, -1, 3.4, -1, 22
> CSc1nc(O)c(C(c2ccc(O)cc2)c2c(O)nc(SC)[nH]c2=O)c(=O)[nH]1
→ -12, 2.1, -6, -1.1, i, -2, 4, -1.0, 0, 10
> O=C(N/N=C/c1ccco1)c1cnccn1
→ 12, -0.9, ., -0.1, i, -3, 0, -2.6, -1, 24
> Cc1ccc(C)c2c(SC(C)C(=O)NCc3ccco3)nc(-c3ccccc3)nc12 (stereo unspecified)
→ 3, -2.1, -4, 1.1, i, -5, 1, ., -4, 18
> COC(=O)C1CCCN1C(C(=O)NC1CCCCC1)c1ccc(Cl)cc1 (stereo unspecified)
→ -2, -0.6, 0, 1.3, -0.3, 4, 2, 0.4, 9, -7
> O=C(O)c1sccc1Oc1ccc(NS(=O)(=O)c2cccc(F)c2)cc1
→ 6, -15, -7, 0.3, -7.7, 2, 7, -1.2, 1, 0
> CC1CCN(c2ccc3nnc(CCC(=O)NCCCOC(C)C)n3n2)CC1
→ 9, -4.1, -9, -0.4, -0.1, -4, 16*, -1.6, 4, 4
> N/C(=N\c1nc2c(c(=O)[nH]1)CCC2)Nc1ccccc1
→ -2, -1.2, ., -1.6, -0.2, 2, 7, -0.7, 1, -4

# 12 entries already listed, sorted by SMILES length, rising:
# Second line of a record – CCHFV vOTU inh, BoNT A protease, SSB-PriA inh, PfHsp40 rescue, Vc quorum ag, Anthrax LF inh2, 3CLpro inhibitor, TcdB inh, Yp Topo-I inh, VHR inh abs
> N#Cc1nc(-c2ccccc2Cl)oc1N1CCOCC1
→ -21, -0.6, 4, -1.3, i, -3, -3, ., -1, -16
> COc1ccc(/C=N/c2nc3ccccc3n2C)cc1OC
→ -11, -0.2, ., -0.3, 11, -4, -3, ., -13, 37
> O=C(CN1C(=O)c2ccccc2C1=O)NCc1ccc(F)cc1
→ -8, 0.1, -13, -2.0, i, -9, 0, 1.7, 10, 11
> CN(C)c1nc(Oc2ccc(/C=N/O)cc2)nc(N(C)C)n1
→ -3, 0.7, ., 1.2, ., 3, 0, ., 8, 12
> CC1=C(C(=O)OC2CCCCC2)C(c2ccco2)n2ncnc2N1 (stereo unspecified)
→ 2, -0.6, -5, -0.1, -0.2, -7, ., 1.3, 4, -12
> Cc1ccc(NC(=S)Nc2nc(CC(=O)Nc3ccccc3)cs2)cc1
→ 23, 1.0, 4, -2.2, -0.2, -9, 3, ., 22, 27
> COC(=O)C1CCCN1C(C(=O)NC1CCCCC1)c1ccc(Cl)cc1 (stereo unspecified)
→ -2, -0.6, 0, 1.3, -0.3, 4, 2, 0.4, 9, -7
> C/C(CC(=O)NCCc1ccccc1)=N\NC(=O)COc1ccc(Br)cc1
→ 13, -2.4, ., 0.6, -0.4, -1, 3, 1.0, 5, 13
> CC1CC2=C(NC(=S)NC2c2ccccc2F)/C(=C/c2ccccc2F)C1 (stereo unspecified)
→ 7, -0.3, 3, -1.9, -1.0, 3, 1, 1.1, -5, 8
> O=C1CCC(C(=O)Nc2cccc(S(=O)(=O)Nc3ccccc3F)c2)=NN1
→ -1, -0.2, -8, 0.3, -13, -5, ., 0.1, 1, .
> N/C(=N\c1nc2c(c(=O)[nH]1)CCCC2)Nc1ccccc1Sc1ccccc1
→ 6, -0.6, ., 0.0, -0.4, -1, -2, ., 19, 37
> C=C[C@@]1(C)CC(=O)[C@]2(O)[C@@]3(C)[C@@H](O)CCC(C)(C)[C@@H]3[C@H](O)[C@H](OC(C)=O)[C@@]2(C)O1
→ 7, 0.3, -7, -1.5, i, 7, ., 2.3, 6, .
